Growth percent in the NCI-60 one-dose screen (48 h, 10 µM unless noted): 100 = growth as untreated, 0 = no growth, -100 = all killed.
KM12 – KM12 colon cancer cells | 82,000 tested, 5% active
SNB-19 – SNB-19 CNS cancer cells | 81,000 tested, 2.5% active | AID 1794751
HCT-116 – HCT-116 colon cancer; 82,000 tested, 7.3% active
HT29 – HT29 colon cancer; 81,000 tested, 7.4% active
HCT-15 – HCT-15 colon cancer; 82,000 tested, 5.2% active
HCC-2998 – HCC-2998 colon cancer; 79,000 tested, 4.7% active
COLO 205 – COLO 205 colon cancer. 79,000 tested, 7.3% active
SNB-75 – SNB-75 CNS cancer; 79,000 tested, 5% active
SW-620 – SW-620 colon cancer | 82,000 tested, 5.2% active | AID 1794795
An asterisk follows results filed as active; / = not tested or not shown; & = joins results of further samples. Rule for the calls: active = growth percent below 10; inactive = the rest. Random draw from the library. Share with any hit: about 10%.

SMILES | KM12 | SNB-19 | HCT-116 | HT29 | HCT-15 | HCC-2998 | COLO 205 | SNB-75 | SW-620
C=C(C)Cc1c(C)c(Cl)cc(Cl)c1O | 107 | 97 | 109 | 119 | 101 | 99 | 113 | 82 | 100
CCCCC(CC)OC(=O)c1cccc(C)c1 (centres undefined) | 98 | 98 | 107 | 108 | 96 | 97 | 109 | 87 | 100
O=C(O)c1ccc(-c2nn(-c3ccc(C(=O)O)cc3)cc2CNc2ccccc2)cc1 | 97 | 102 | 99 | 100 | 100 | 106 | 103 | 93 | 107
C#CCSCCO | 103 | 98 | 101 | 106 | 99 | 106 | 114 | 96 | 102
N#Cc1cnn2c(-c3ccc(Cl)cc3)nc(NC3CC3)nc12 | 98 | 87 | 94 | 89 | 90 | 101 | / | 88 | 103
c1ccc(-c2nc3ccccc3[nH]2)nc1 | 102 | 105 | 102 | 106 | 102 | 109 | 112 | / | 115
CC(C)(C#N)NC1CCCCC1 | 105 | 98 | 87 | 103 | 95 | 84 | 112 | 93 | 100
O=C1OC(=O)C2CC(c3ccccc3)=CCC12 (centres undefined) | 99 | 104 | 98 | 100 | 103 | 99 | 113 | 90 | 107
COc1c(N)c2c(c([N+](=O)[O-])c1OC)C(=O)OC2 | 107 | 102 | 102 | 102 | 105 | 105 | 116 | 99 | 106
COc1cc2c(cc1OC)C(C(CCCCCC(CCC(C)C)C1NCCc3cc(OC)c(OC)cc31)CCC(C)C)NCC2 (centres undefined) | -97* | -47* | -100* | -95* | -100* | -94* | -94* | -100* | -84*
S=C(N/N=C/c1ccc(Cl)cc1Cl)Nc1cccc2ccccc12 | 103 | 99 | 97 | 100 | 102 | 113 | 100 | 78 | 104
O=C(c1sc(-c2ccc(F)cc2)cc1O)N1CCOCC1 | 103 | 106 | 98 | 104 | 101 | 100 | 112 | 103 | 101

Eleven structures from above, sorted by molecular weight, falling.
SMILES | KM12 | SNB-19 | HCT-116 | HT29 | HCT-15 | HCC-2998 | COLO 205 | SNB-75 | SW-620
COc1cc2c(cc1OC)C(C(CCCCCC(CCC(C)C)C1NCCc3cc(OC)c(OC)cc31)CCC(C)C)NCC2 (centres undefined) | -97* | -47* | -100* | -95* | -100* | -94* | -94* | -100* | -84*
O=C(O)c1ccc(-c2nn(-c3ccc(C(=O)O)cc3)cc2CNc2ccccc2)cc1 | 97 | 102 | 99 | 100 | 100 | 106 | 103 | 93 | 107
S=C(N/N=C/c1ccc(Cl)cc1Cl)Nc1cccc2ccccc12 | 103 | 99 | 97 | 100 | 102 | 113 | 100 | 78 | 104
N#Cc1cnn2c(-c3ccc(Cl)cc3)nc(NC3CC3)nc12 | 98 | 87 | 94 | 89 | 90 | 101 | / | 88 | 103
O=C(c1sc(-c2ccc(F)cc2)cc1O)N1CCOCC1 | 103 | 106 | 98 | 104 | 101 | 100 | 112 | 103 | 101
COc1c(N)c2c(c([N+](=O)[O-])c1OC)C(=O)OC2 | 107 | 102 | 102 | 102 | 105 | 105 | 116 | 99 | 106
CCCCC(CC)OC(=O)c1cccc(C)c1 (centres undefined) | 98 | 98 | 107 | 108 | 96 | 97 | 109 | 87 | 100
C=C(C)Cc1c(C)c(Cl)cc(Cl)c1O | 107 | 97 | 109 | 119 | 101 | 99 | 113 | 82 | 100
O=C1OC(=O)C2CC(c3ccccc3)=CCC12 (centres undefined) | 99 | 104 | 98 | 100 | 103 | 99 | 113 | 90 | 107
c1ccc(-c2nc3ccccc3[nH]2)nc1 | 102 | 105 | 102 | 106 | 102 | 109 | 112 | / | 115
CC(C)(C#N)NC1CCCCC1 | 105 | 98 | 87 | 103 | 95 | 84 | 112 | 93 | 100

More results:
SMILES | KM12 | SNB-19 | HCT-116 | HT29 | HCT-15 | HCC-2998 | COLO 205 | SNB-75 | SW-620
O=C1COc2ccccc2N1 | 102 | 105 | 101 | 95 | 101 | 108 | 111 | 90 | 103
Nc1ccccc1-c1nnc(CCC(=O)c2nc3ccccc3[nH]2)o1 | 88 | 95 | 70 | / | 80 | 92 | 88 | 83 | 99
O=S(=O)(Nc1cccc2cc(OS(=O)(=O)c3ccccc3)ccc12)c1ccccc1 | 36 | 78 | 25 | 19 | 34 | 96 | 52 | 50 | 29
N#CCCCCCCCCC(=O)O | 100 | 112 | 101 | 84 | 116 | 110 | 109 | 89 | 108
COc1ccc(-c2nc3ccccn3c2-c2nc3ccc(OC)cc3[nH]2)cc1 | 97 | 86 | 90 | 101 | 91 | 100 | 109 | 79 | 90
C=CCN(C=O)CC=C | 105 | 110 | 103 | 96 | 105 | 97 | 110 | 103 | 114
COc1cc(/C=C2\Oc3cc(C)c(Cl)cc3C2=O)ccc1O | 105 | 101 | 80 | 111 | 112 | 116 | / | 84 | 101
CCOc1nc2cccc(C(=O)O)c2n1Cc1ccc(-c2ccccc2-c2nn[nH]n2)cc1 | 101&101 | 107&100 | 103&101 | 119&107 | 113&100 | 91&122 | 125&138 | 99&91 | 105&105
COc1ccc2cc(C3=Nc4ccccc4SC3)ccc2c1 | 100 | 102 | 106 | 98 | 102 | 107 | 96 | 89 | 100
Cc1nc2cc(Nc3nc(Nc4ccc(F)cc4)nc(N4CCN(C)CC4)n3)ccc2n1Cc1ccccc1 | 17 | 44 | -16* | -52* | -34* | -15* | -55* | -20* | 16
Nc1nc(N)c(N=Nc2ccccc2)c(-c2ccccc2)n1 | 33 | 70 | 70 | 51 | 59 | 76 | 66 | -0.6* | 86
Nc1ccc(F)c(Cl)c1F | 108 | 110 | 95 | 108 | 111 | 100 | 118 | 89 | 104
CC(C)CCC[C@@H](C)[C@H]1CCC2C3=CCC4C(=O)C=CC(=O)C4C3CC[C@@]21C (some centres undefined) | 7.6* | 38 | -76* | 11 | 3.3* | 12 | / | 7.3* | -10*
CCCOCC(O)c1ccccc1 (centres undefined) | 110 | / | 108 | 102 | 97 | 98 | 116 | 97 | 100
CCCCOc1nc2ccc(Cl)cc2cc1/C=C/C(=O)/C=C(O)/C=C/c1cc2cc(Cl)ccc2nc1OCCCC | 99 | 108 | 94 | 101 | 105 | 119 | 107 | 85 | 105
Cc1cccc(C)c1NS(=O)(=O)c1ccc(N)cc1 | 104 | 109 | 91 | 74 | 106 | 89 | 110 | 90 | 102
CC(=O)Nc1ccc(C(=O)N/N=C/c2ccc(O)cc2)cc1 | 116 | 105 | 105 | 108 | 98 | 95 | 105 | 84 | 111
C=C(Cl)CNC | 108 | 99 | 107 | 109 | 107 | 115 | / | 93 | 103
O=C(O)C1=CCC=CC1C(=O)O (centres undefined) | 107 | 107 | 104 | 114 | 106 | 104 | 115 | 98 | 101
COc1ccc(-c2nnc(N3CCN(C(=O)CN4CCN(c5ccccc5)CC4)CC3)nc2-c2ccc(OC)cc2)cc1 | 17 | 54 | 8.3* | 3.5* | 19 | 22 | 17 | 50 | 36
Cc1ccc(NC(=O)c2sc3nc(-c4cnccn4)cc(-c4cccs4)c3c2N)cc1 | 104 | 98 | 112 | 115 | 95 | 121 | 113 | 104 | 98
COCCOC(=O)c1ccccc1C(=O)OCCOC | 101 | 94 | 100 | 106 | 101 | 120 | 108 | 85 | 99
N#Cc1ccc([N+](=O)[O-])cc1OCCCN1CCOCC1 | 94 | 99 | 122 | 104 | 113 | 102 | 111 | 88 | 100
CNC(=O)NN | 101 | 105 | 94 | 107 | 87 | 101 | 94 | 88 | 94
Nc1ncnc2c1N=C1c3ccccc3CCC1C(c1ccc(F)cc1)N2 (centres undefined) | 98 | 105 | 86 | 88 | 96 | 125 | 111 | 37 | 99
CC1(C)OC2C(=O)C=C(COCc3ccccc3)C2O1 (centres undefined) | 98 | / | 92 | 106 | 86 | 111 | 117 | 114 | 102
O=C(Nc1nc(-c2ccccc2Cl)cs1)c1cc(-c2ccccc2)nc2ccccc12 | 86 | 101 | 71 | 90 | 66 | 94 | 98 | 70 | 91
CC(C)[C@@H]1CC[C@]2(CO2)[C@@H]2C(=O)OCC(C(=O)O)=C[C@H]21 | 2.5* | 1.8* | 3.6* | -1.5* | 0.8* | 4.1* | 1.8* | 21 | 5.5*
C=C(C)[C@@H]1CC[C@]2(C(=O)N3CCN(CC)CC3)CC[C@]3(C)[C@H](CC[C@@H]4[C@@]5(C)CCC(=O)C(C)(C)[C@@H]5CC[C@]43C)[C@@H]12 | 107 | 101 | 90 | 68 | 91 | 107 | 103 | 86 | 102
CCNc1cc2c(cc1Br)-c1ccccc1C2=O | 83 | 96 | 98 | 97 | 78 | 102 | 111 | 78 | 99
N#Cc1c(-c2ccc(F)cc2)nc(NN2C(=O)c3ccccc3C2=O)nc1N1CCOCC1 | 102 | 102 | 98 | 98 | 105 | 110 | 107 | 97 | 102
CC(=O)[C@H]1CCC2C3CC=C4C[C@@H](O)CC[C@]4(C)C3CC[C@@]21C (some centres undefined) | 95 | 117 | 100 | 83 | 92 | 99 | 101 | 108 | 99
Cc1ccc(-c2nc(SCC(=O)c3ccccc3)c(S(=O)(=O)c3ccccc3)[nH]2)cc1 | 99 | 91 | 84 | 84 | 95 | 107 | 105 | 94 | 99
COC(=O)/C=C1/S/C(=N/NC(=O)COc2cc(=O)n(C)c3ccccc23)N(Cc2ccccc2)C1=O | 99 | 97 | 103 | 109 | 77 | 100 | 85 | 86 | 105
CCC(CO)[N+](=O)[O-] (centres undefined) | 108 | 100 | 95 | 109 | 92 | 105 | 109 | 86 | 101
O=C(Nc1ccccc1C1=NCC(CO)O1)c1ccc(Cl)c(Cl)c1 (centres undefined) | 97 | 102 | 99 | 89 | 97 | 102 | 102 | 91 | 113
Cc1cccc(C(=O)O)c1[N+](=O)[O-] | 103 | 105 | 97 | 97 | 103 | 116 | / | 86 | 116
NC(=O)C1(Nc2ccccc2Cl)CCCC1 | 102&107 | 112&100 | 110&99 | 106 | 124&98 | 118&99 | 102&111 | 89&91 | 109&105
COc1cc2c3c(n(CCCN4CCC[C@H]4C(N)=O)c(=O)c2cc1OC)-c1cc2c(cc1C3=O)OCO2 | 26 | 21 | 5.4* | 6.9* | 12 | 30 | 16 | 12 | 20
CC(C)=CC/C=C(/C)[C@H]1CC[C@]2(C)[C@@H]1CC[C@@H]1[C@@]3(C)C/C(=C/c4ccco4)C(=O)C(C)(C)[C@@H]3CC[C@]12C | 101 | 97 | 95 | 96 | 94 | 114 | 139 | 67 | 107
CC1(C)CC(=O)C2=C(C1)Nc1cc3c(cc1C2c1ccc(Cl)cc1)OCO3 (centres undefined) | 93 | 94 | 82 | 81 | 88 | 92 | 101 | 79 | 94
Cc1nc2n(c1C(=O)N1CCCCC1)CCS2(=O)=O | 105 | 104 | 101 | 105 | 105 | 104 | 106 | 103 | 98
O=C1NOCC1N=Cc1cc(Cl)ccc1O (centres undefined) | 114 | 110 | 89 | 125 | 94 | 105 | 109 | 138 | 106
O=c1[nH]c2c(cc1S(=O)(=O)c1ccccc1)CCc1c-2cnn1-c1ccccc1 | 114 | / | 96 | 105 | 100 | 97 | 122 | 96 | 98
COc1ccc(-c2nc(-c3ccc(Cl)cc3)cn3c2nc2ccccc23)cc1 | 109 | 99 | 96 | 78 | 93 | 89 | 126 | 92 | 99
Nc1nc2c(nc(I)n2[C@@H]2O[C@H](CO)[C@@H](O)[C@H]2O)c(=O)[nH]1 | 103 | 97 | 104 | 102 | 96 | 110 | / | 91 | 102
O=C(Cn1cc(COc2ncnc3c2cnn3-c2ccccc2)nn1)Nc1ccc(F)cc1 | 79 | 92 | 93 | 96 | 80 | 86 | 107 | 73 | 91
CCN(CC)c1ccc(/C=C2\SC(=S)NC2=O)cc1 | 96 | 89 | 94 | 89 | 91 | 88 | 99 | 108 | 92
Nc1c(C(=O)Nc2ccccc2Cl)sc2nc3c(cc12)C(O)CCC3 (centres undefined) | 32 | 42 | 29 | 6.1* | 30 | 64 | 4.1* | 23 | 49
CCN1CC(=O)N2[C@H](c3ccc(Cl)cc3)c3[nH]c4ccccc4c3C[C@@H]2C1=O | 101 | 104 | 100 | 109 | 97 | 106 | 108 | 84 | 102
CCOC(=O)/C=C(/OCC)C(=O)OCC | 118 | 102 | 101 | 101 | 113 | 128 | 101 | 86 | 109
O=C(NCCO)c1ccc(C(=O)NCCO)cc1 | 136 | 94 | 107 | 97 | 102 | 101 | 105 | 90 | 101
Cc1ccc(NC(=O)Cn2c(-c3cncs3)nc3ccccc32)cc1 | 103 | 104 | 94 | 116 | 94 | 103 | 102 | 74 | 107
O=C(O)c1ccc(-n2cc(CNc3ccc(Br)cc3)c(-c3ccc(O)cc3)n2)cc1 | 99 | 105 | 98 | 108 | 99 | 102 | 111 | 88 | 113
O=c1oc2ccccc2cc1-c1csc(N=Nc2c(O)[nH]c3ccccc23)n1 | 106&100 | 84&99 | 100&105 | 106&101 | 101&100 | 115&98 | 109 | 91&88 | 108&101
CCN1C(=O)C(CC(=O)C(C)(C)C)C(c2ccc3c(ccc4ccccc43)n2)C1=O (centres undefined) | 98 | 66 | 79 | 108 | 80 | 101 | 118 | 83 | 105
NCCNc1nc2scc(-c3ccccc3)c2c(=O)[nH]1 | 90 | 100 | 99 | 98 | 98 | 96 | 96 | 64 | 95
Cc1ccc2nc3c(nc2c1)-c1cccc2cccc-3c12 | 75 | 100 | 89 | 80 | 75 | 103 | 70 | 95 | 71
CCOC(=O)COc1ccc(NC(=O)C2CCCCC2)cc1 | 99 | 96 | 92 | 99 | 99 | 93 | 116 | 98 | 105
Cc1ccc(CO)cc1 | 99 | 98 | 109 | 104 | 107 | 108 | 101 | 95 | 104
COC(=O)c1c2c(c(C)[n+]([O-])c1C)C(=O)C(NCc1ccc(F)c(Cl)c1)=CC2=O | 11 | 7.2* | 0.4* | 5.0* | 8.3* | 13 | -76* | 109 | 5.5*
CN(C)c1ccc(-c2cc(-c3cccc(OCC(=O)O)c3)[nH]c(=O)c2C#N)cc1 | 107 | 89 | 99 | 108 | 98 | 107 | 114 | 108 | /

Source: PubChem BioAssay (NCI)
